Compound activity: PubChem BioAssay, National Center for Advancing Translational Sciences (NCATS)
Mito fusion act: blocks mitochondrial division or promotes mitochondrial fusion; S. cerevisiae fusion-defective mutant growth rescue, CellTiterGlo 48 h; Potency, µM (top dose mostly 46.1 µM), inactives show at the highest dose growth rescue (activation), actives largely listed as activators; actives 0.23% (n = 320,000);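 further: potency means the concentration at half of the fitted maximal effect; % of control where 0% means no effect; nearly all actives have a fitted effect of over 45% in size; temperature-sensitive fusion mutants such as fzo1-1 at 37 °C on non-fermentable ethanol glycerol medium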
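Yeast fusion mutant, YPEG (non-fermentable carbon), compound, 48 h at 37C non-permissive; CellTiterGlo added, 10 min RT, luminescence read. Rescued growth = division inhibition.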
Menin MLL FP TR: menin-MLL binding inhibition, Texas Red mutant peptide; actives 0.23% (n = 270,000); O00255; Potency, µM (titrated, usually from 61.6 µM), for inactives: at the top dose FP activity change, negative = inhibition, most hits filed as inhibitors; Menin + Texas Red MLL mutant peptide, fluorescence polarization; active means well fitted inhibition curve with a large enough effect in the polarisation, with a control signal flat, not every such curve was filed as active; inconclusive means small, poorly fitted or top-dose-only effect, or effect the other way, or a change in a side signal; inactive means no such curve, though single readings can be large or run the other way; the % refers to the polarisation; further: potency means the concentration at half of the fitted maximal effect; % of control where 0% means no effect; many of its hits are not listed in these tables
Target sequence (O00255 whole entry, looked up): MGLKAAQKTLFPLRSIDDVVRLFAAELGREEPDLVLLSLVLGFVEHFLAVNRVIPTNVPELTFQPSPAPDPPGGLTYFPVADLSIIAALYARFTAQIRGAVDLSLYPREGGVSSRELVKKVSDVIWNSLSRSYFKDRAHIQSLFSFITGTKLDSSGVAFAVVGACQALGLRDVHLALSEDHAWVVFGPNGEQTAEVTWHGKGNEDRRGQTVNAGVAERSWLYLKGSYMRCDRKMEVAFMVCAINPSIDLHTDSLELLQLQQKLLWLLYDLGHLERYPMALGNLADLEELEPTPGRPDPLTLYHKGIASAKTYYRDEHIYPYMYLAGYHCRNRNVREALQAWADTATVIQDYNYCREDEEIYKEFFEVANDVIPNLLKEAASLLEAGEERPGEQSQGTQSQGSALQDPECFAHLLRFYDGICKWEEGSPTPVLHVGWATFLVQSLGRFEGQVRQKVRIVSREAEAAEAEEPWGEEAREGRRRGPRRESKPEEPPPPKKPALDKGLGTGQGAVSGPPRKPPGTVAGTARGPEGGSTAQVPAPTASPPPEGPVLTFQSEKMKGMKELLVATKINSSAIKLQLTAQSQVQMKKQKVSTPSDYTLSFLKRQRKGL
Integrin act MD: activators of alpha7 integrin expression for muscular dystrophy. Potency, µM (titrated, usually from 38.3 µM), without a hit: at the highest dose activation, usual class: activators. alpha7betagal myoblasts, beta-gal FDG fluorescence, 48 h. actives 0.064% (n = 350,000). AID 624291;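 further: potency means the concentration at half of the fitted maximal effect; 100% = response of the positive control SU9516; nearly all actives have a fitted effect of over 60% in size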
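Alpha7betagal+/- myoblasts (passage 13) were plated 16-24 hr, then exposed to compounds (1:260 dilution of DMSO stock) for 48 hours at 37C. After MPER lysis, β-galactosidase reporter activity was read as FDG fluorescence (ex 480/em 540) after 30 minutes.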
PTAP TSG101 blk: blocks PTAP/TSG101 interaction to inhibit HIV-1 budding. Fluorescence polarization, FITC-PTAP peptide / Tsg101 binding. Potency, µM (top dose mostly 115 µM), for inactives: top-dose activity change, negative = inhibition, actives largely listed as inhibitors. 340,000 tested, under 10 active; active means well fitted inhibition curve with a large enough effect in the main read-out, with a control signal flat, not every such curve was filed as active; inconclusive means small, poorly fitted or top-dose-only effect, or effect the other way, or a change in a side signal; inactive means no such curve, though single readings can be large or run the other way; further: potency means the concentration at half of the fitted maximal effect; % of control where 0% means no effect
Target sequence (Q99816 whole entry, looked up): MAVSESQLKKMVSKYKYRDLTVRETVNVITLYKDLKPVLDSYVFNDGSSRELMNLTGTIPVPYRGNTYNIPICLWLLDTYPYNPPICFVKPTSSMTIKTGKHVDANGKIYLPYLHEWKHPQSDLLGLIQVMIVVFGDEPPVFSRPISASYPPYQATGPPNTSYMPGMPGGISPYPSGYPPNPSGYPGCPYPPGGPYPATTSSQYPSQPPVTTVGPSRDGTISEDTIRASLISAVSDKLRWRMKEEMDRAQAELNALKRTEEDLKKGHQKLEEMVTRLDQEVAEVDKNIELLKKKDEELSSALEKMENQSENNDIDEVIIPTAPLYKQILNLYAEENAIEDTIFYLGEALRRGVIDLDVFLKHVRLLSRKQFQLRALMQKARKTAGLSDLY
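Fluorescence polarization binding of Tsg101 binding domain (10 uM final) to FITC-labeled PTAP peptide (50 nM final) in HEPES pH 7.5 buffer with NaCl, Tween 20, EDTA, TCEP. Compounds added before peptide; binding 20 min at RT.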
MLL CXXC-DNA inh: inhibitors of human MLL CXXC domain-DNA interaction; MLL-CXXC / FITC-HOXA9 DNA fluorescence polarization; Q03164; Potency, µM (highest dose often 115 µM), for the others: at the top dose activity change, negative = inhibition, actives largely listed as inhibitors; actives 0.037% (n = 290,000); active means well fitted inhibition curve with a large enough effect in the polarisation, with a control signal flat, not every such curve was filed as active; inconclusive means small, poorly fitted or top-dose-only effect, or effect the other way, or a change in a side signal; inactive means no such curve, though single readings can be large or run the other way; the % refers to the polarisation; further: potency means the concentration at half of the fitted maximal effect
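Fluorescence polarization: 7 uM MLL-CXXC (stock) preincubated 5 min with compounds, then 50 nM fluorescein-HOX-A9 DNA (stock) added; 30 min ambient. Buffer 50 mM Tris-HCl pH 7.5, 50 mM NaCl, 1 mM DTT, 0.05% BSA.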
A-T KAP1 phos: potential ataxia-telangiectasia treatment; […] A-T fibroblasts, KAP-1 phosphorylation AlphaLISA; neocarzinostatin DNA damage 30 min before lysis; actives 0.19% (n = 320,000); Potency, µM (titrated, usually from 57.5 µM), for the others: at the top dose activation, hits mostly activators; AID 485349; further: potency means the concentration at half of the fitted maximal effect; % of control where 0% means no effect; nearly all actives have a fitted effect of over 45% in size
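hTERT-immortalized A-T patient fibroblasts ([…]), 500 cells/well in OPTI-MEM, 1% FBS, got compounds for 60 min, then NCS for 30 min at 37C. Lysates were then assayed for phospho-KAP-1 by AlphaLISA (anti-pKAP1 donor, anti-KAP1 acceptor beads), 6 hr at 25C.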
TCR activator: T cell receptor activation. primary human leukocytes, anti-CD3, IL-2 HTRF, 48 h. Potency, µM (highest dose often 9.22 µM), for inactives: top-dose activation of IL-2 secretion, actives largely listed as activators. 330,000 tested, under 10 active; further: % of control where 0% means no effect
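IL-2 release read by HTRF sandwich (Eu cryptate donor, d2 acceptor, 665 nm emission) after 48 hr exposure of primary human leukocytes to compound together with anti-CD3 beads in the absence of co-stimulatory signals.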
MBNL1 CUG block: MBNL1-poly(CUG) RNA binding inhibition; TR-FRET MBNL1-His/biotin-(CUG)12 binding, 665/545 ratio; actives 0.036% (n = 280,000); AID 2675; Potency, µM (doses to about 57.5 µM), inactives show top-dose activity change, negative = inhibition, most hits filed as inhibitors; active means well fitted inhibition curve with a large enough effect in the signal ratio, with a control signal flat, not every such curve was filed as active; inconclusive means small, poorly fitted or top-dose-only effect, or effect the other way, or a change in a side signal; inactive means no such curve, though single readings can be large or run the other way; the % refers to the signal ratio; further: potency means the concentration at half of the fitted maximal effect; on the % scale 0 is the no-effect control and ±100 the full control effect
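Compound titration spanned 92 nM–58 uM against the MBNL1-His/biotin-(CUG)12 complex. After 60 min at room temperature with 5 nM streptavidin-XL665 and 0.055 ng/ul terbium anti-His, ratiometric 665/545 nm emission (Ex 340 nm) normalized to controls.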
TSHR antag: blocks TSH signaling through the human TSH receptor; activity change, negative = inhibition, % at 11.5 µM; P16473; TSHR-expressing cells, TSH-stimulated cAMP HTRF, 2 h; hits give low values; AID 504810; actives 0.2% (n = 330,000);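 active means activity change below a set negative limit, meaning inhibition stronger than a set level, cut at about -70% in these data; inconclusive means activity change between two set negative limits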; further: on the % scale 0 is the no-effect control and ±100 the full control effect
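Competitive HTRF cAMP read-out (cryptate anti-cAMP antibody, cAMP-d2; 30 min, room temperature) in freshly harvested TSHR cells. Compounds added before TSH at EC80 (4nM final), followed by 2 hours' incubation at 37 deg C.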
ASM inhibitor: inhibitors of human secretory acid sphingomyelinase; actives 0.006% (n = 340,000); AID 504937; P17405; placental ASM, HMU-PC fluorogenic substrate, 60 min; Potency, µM (titrated, usually from 57.5 µM), inactives show at the top dose activity change, negative = inhibition, usual class: inhibitors; further: potency means the concentration at half of the fitted maximal effect
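qHTS format. ASM enzyme prepared from human placenta hydrolyses the fluorogenic substrate HMU-PC0 (9 uM final) over 60 min at 37 °C after a 10 min compound preincubation.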
* hit, by the source's call; [ ] = remark or other dose. Unless noted, the call rests on the fitted dose curve; in most records, active means well fitted curve in the direction sought with a large enough effect; inconclusive means small, poorly fitted or top-dose-only effect, or another doubt; inactive means no such curve, though single readings can be large; an effect the other way counts as inactive or inconclusive.

How did CCOC(=O)N1CCC(N2CCCC(C(=O)c3cc(F)ccc3OC)C2)CC1 (configuration not stated) do in these assays?
Mito fusion act: -3%; Menin MLL FP TR: inconclusive; Integrin act MD: -16%; PTAP TSG101 blk: -2%; MLL CXXC-DNA inh: inconclusive; A-T KAP1 phos: -1%; TCR activator: 2%; MBNL1 CUG block: -6%; TSHR antag: 6; ASM inhibitor: 5%

How did O=C(COC(=O)c1cc(S(=O)(=O)N2CCOCC2)ccc1F)NCc1ccc2c(c1)OCO2 do in these assays?
Integrin act MD: -3%; PTAP TSG101 blk: -4%; A-T KAP1 phos: -8%; TCR activator: -2%[46.1 µM]; TSHR antag: -19; ASM inhibitor: -1%

What do the screens show for `COC(=O)C(NC(=O)CSc1nc(N)cc(=O)[nH]1)c1ccccc1` (configuration not stated)?
Mito fusion act: 5%; Menin MLL FP TR: 1%; Integrin act MD: -26%; PTAP TSG101 blk: 0%; MLL CXXC-DNA inh: 14%; A-T KAP1 phos: -3%; TCR activator: -13%; MBNL1 CUG block: -8%; TSHR antag: -1; ASM inhibitor: 7%

Results for NS(=O)(=O)c1ccc(N/N=C/c2ccccc2Br)cc1 ?
Mito fusion act: 0%; Menin MLL FP TR: inconclusive; Integrin act MD: 5%; PTAP TSG101 blk: 0%; MLL CXXC-DNA inh: 14%; A-T KAP1 phos: -11%; TCR activator: -1%; MBNL1 CUG block: 4%; TSHR antag: -10; ASM inhibitor: 2%

How did COC(=O)C1=C[C@@H](C(=O)OC)[C@@H]2C3=C(C(=O)[C@@]2(C)NC(=O)c2ccccc2)[C@H](c2ccccc2)[C@@H]2C(=O)NC(=O)[C@@H]2[C@@H]3C1 do in these assays?
Menin MLL FP TR: inconclusive; Integrin act MD: 0%; PTAP TSG101 blk: -1%; TCR activator: -3%; ASM inhibitor: 4%

What do the screens show for `CC[C@@H](CC1CCCCC1)C(=O)N(Cc1ccccc1)c1ccccc1`?
Integrin act MD: -23%; PTAP TSG101 blk: 0%; A-T KAP1 phos: inconclusive; TCR activator: -3%; TSHR antag: -20; ASM inhibitor: -6%

How did Cc1ccc2oc(-c3ccccc3)c(C(=O)O)c(=O)c2c1 do in these assays?
Mito fusion act: 8%; Menin MLL FP TR: 42%[activator]; Integrin act MD: 19%; PTAP TSG101 blk: -1%; MLL CXXC-DNA inh: 0%; A-T KAP1 phos: -1%; TCR activator: -5%; MBNL1 CUG block: -6%; TSHR antag: -4; ASM inhibitor: -10%

How did C[C@H](NC(=O)C1(c2ccccc2)CCN(C(=O)OC(C)(C)C)CC1)C(=O)N[C@@H](C(=O)O)c1ccccc1 do in these assays?
Mito fusion act: 1%; Menin MLL FP TR: -14%; Integrin act MD: -4%; PTAP TSG101 blk: -2%; MLL CXXC-DNA inh: -1%; A-T KAP1 phos: -7%; TCR activator: 2%; MBNL1 CUG block: -2%; TSHR antag: -3; ASM inhibitor: -1%

What do the screens show for `CC(C)C1Oc2ccccc2N(CC(=O)N(C)C2CCCCC2)C1=O` (configuration not stated)?
Mito fusion act: 4%; Integrin act MD: -4%; PTAP TSG101 blk: 1%; MLL CXXC-DNA inh: 10%; A-T KAP1 phos: 4%; TCR activator: 5%; MBNL1 CUG block: 0%; TSHR antag: -8; ASM inhibitor: -2%

How did Cc1ccc(-n2nc3c(c2NC(=O)c2c(-c4ccccc4Cl)noc2C)CS(=O)(=O)C3)c(C)c1 do in these assays?
Mito fusion act: 2%; Menin MLL FP TR: -14%; Integrin act MD: 5%; PTAP TSG101 blk: -1%; MLL CXXC-DNA inh: 10%; A-T KAP1 phos: -8%; TCR activator: -2%; MBNL1 CUG block: 4%; TSHR antag: 9; ASM inhibitor: 4%

Results for CCN(CC)C(=O)C(=O)Nc1ccc(OC)c(Cl)c1 ?
Mito fusion act: -3%; Menin MLL FP TR: 3%; Integrin act MD: 31%; PTAP TSG101 blk: -1%; MLL CXXC-DNA inh: 9%; A-T KAP1 phos: 9%; TCR activator: -1%; MBNL1 CUG block: -4%; TSHR antag: 1; ASM inhibitor: -1%

How did CCCn1c2c(c(O)c(C(=O)Nc3ccc(OC)cc3)c1=O)CCCC2 do in these assays?
Mito fusion act: -1%; Menin MLL FP TR: 13%; Integrin act MD: 13%; PTAP TSG101 blk: -1%; MLL CXXC-DNA inh: -1%; A-T KAP1 phos: 6%; TCR activator: 6%; MBNL1 CUG block: 4%; TSHR antag: -22; ASM inhibitor: -3%

How did CN(Cc1ccccc1)C(=O)Cn1c(=O)oc2cc(S(=O)(=O)NCc3ccccc3)ccc21 do in these assays?
Mito fusion act: 2%; Menin MLL FP TR: 10%; Integrin act MD: -10%; PTAP TSG101 blk: 1%; MLL CXXC-DNA inh: 5%; A-T KAP1 phos: 18%; TCR activator: 11%; MBNL1 CUG block: -12%; TSHR antag: 1; ASM inhibitor: -1%

Results for O=S(=O)(Nc1ccc(S(=O)(=O)N2CCCCC2)cc1)c1ccc(Br)s1 ?
Mito fusion act: 0%; Menin MLL FP TR: inconclusive; Integrin act MD: inconclusive; PTAP TSG101 blk: 4%; MLL CXXC-DNA inh: -17%; A-T KAP1 phos: 5%; TCR activator: -5%; MBNL1 CUG block: 1%; TSHR antag: -11; ASM inhibitor: -11%

What do the screens show for `CCOC(=O)C1=C2c3cc(OC)c(OC)cc3CC(C)(C)N2C(=O)C1=O`?
Mito fusion act: -1%; Menin MLL FP TR: 1%; Integrin act MD: -12%; PTAP TSG101 blk: -4%; MLL CXXC-DNA inh: 1%; A-T KAP1 phos: -1%; TCR activator: 3%[46.1 µM]; MBNL1 CUG block: 0%; TSHR antag: 0; ASM inhibitor: 4%

What do the screens show for `CCNC(=O)c1sccc1-n1cccc1`?
Mito fusion act: 2%; Menin MLL FP TR: 3%; Integrin act MD: 11%; PTAP TSG101 blk: 1%; MLL CXXC-DNA inh: 4%; A-T KAP1 phos: 2%; TCR activator: 2%; MBNL1 CUG block: 1%; TSHR antag: 4; ASM inhibitor: 2%

What do the screens show for `CC(=O)Nc1ccc(NC(=O)C(C)OC(=O)C2CCN(S(=O)(=O)c3ccccc3C(F)(F)F)CC2)cc1` (configuration not stated)?
Mito fusion act: -3%; Integrin act MD: 3%; PTAP TSG101 blk: -3%; A-T KAP1 phos: -2%; TCR activator: -3%; TSHR antag: 9; ASM inhibitor: -4%

What do the screens show for `CN(Cc1cccc(C(F)(F)F)c1)C(=O)C1CCC(=O)N(CC2CCCCC2)C1` (configuration not stated)?
Mito fusion act: 11%; Menin MLL FP TR: -5%; Integrin act MD: -14%; PTAP TSG101 blk: -6%; MLL CXXC-DNA inh: 17%; A-T KAP1 phos: 5%; TCR activator: -12%; MBNL1 CUG block: -2%; TSHR antag: -4; ASM inhibitor: -2%

Results for CCOC(=O)c1cnc2ccc(OCC)cc2c1N1CCN(C)CC1 ?
Mito fusion act: -22%; Integrin act MD: -34%; PTAP TSG101 blk: 0%; MLL CXXC-DNA inh: -5%; A-T KAP1 phos: -5%; TCR activator: 9%; MBNL1 CUG block: 4%; TSHR antag: 9; ASM inhibitor: -2%

Results for CCOc1ccc(OCCC(=O)N2CCN(S(=O)(=O)c3cccc(F)c3)CC2)cc1 ?
Mito fusion act: 7%; Integrin act MD: -15%; PTAP TSG101 blk: 0%; A-T KAP1 phos: 6%; TCR activator: 4%; TSHR antag: 15; ASM inhibitor: -3%

Results for O=C(COC(=O)c1cc2ccccc2cc1O)NCc1ccccc1 ?
Integrin act MD: 6%; PTAP TSG101 blk: -7%; A-T KAP1 phos: -4%; TCR activator: -3%[46.1 µM]; TSHR antag: -4; ASM inhibitor: 7%

The list is partial, so the mix of outcomes need not match the whole.
